# Compound activity (PubChem)
# AI-2 QS mod = modulators of Vibrio harveyi AI-2 quorum sensing system | hit rate 0.4% among 300,000 | activity change, % at 7.5 µM | Vibrio harveyi JMH597 AI-2 luminescence/OD600 ratio, 9 h; active compounds read low; strain lacks LuxN and CqsS sensors; 0 = neutral-control median; in the data active means activity change below about -75%, passing the limit was not always enough; inconclusive means no clear call, values can overlap the other calls;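 further: luminescence divided by OD600 gain over 9 h not by final OD600 alone; inactives centre near 13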
# TRPC4 block = inhibitors of mouse TRPC4 channel. HEK293 TRPC4beta/mu-opioid, DAMGO-evoked Fluo4 calcium flux; active compounds read low. B-score at 10 µM. hit rate 0.39% among 300,000. AID 2247;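 active means B-score over 3 SD under the library average, no early fluorescence shift, positive overall ratio signal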
#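 Assay system: Stable TRPC4beta/mu-opioid receptor HEK293 cells | Reagent: DAMGO in two steps, submaximal then maximal | Compound dosing: Single concentration per test compound | Signal: Fluo4 Ca2+ flux fluorescence | Evaluation: Per-well B score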
# MrgX1 agonist = agonists of human MrgX1 receptor; B-score at 10 µM; hit rate 0.44% among 310,000; MrgX1-HEK293 cells, Fluo-4 calcium fluorescence, agonist mode; active compounds read high;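 active means calcium response B-score plate-corrected fluorescence ratio at least 3 library SD, with starting fluorescence B-score inside 5 SD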
#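 Assay system: MrgX1-expressing HEK293 cells / Amount: fifteen thousand cells per well / Doses: test compound in the initial addition of three / Timing: cells plated overnight, dye loaded 0.5 h 37 °C, 0.5 h room temperature / Technique: kinetic calcium dye fluorescence, Fluo-4 NW / Control set: positive and negative controls per plate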
# TRPC6 inhibitor = blocks the mouse TRPC6 cation channel. Q61143. HEK293-TRPC6, membrane potential dye, ACh-evoked depolarization; active compounds read low. B-score at 10 µM. hit rate 1.1% among 310,000. AID 2553;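 active means B-score under library mean minus 3 SD, initial fluorescence not abnormally high, positive integrated signal ratio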;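 further: B-score derived from integrated fluorescence ratio over the kinetic read; more negative B-score means stronger inhibition of depolarization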
# Target sequence (Q61143 whole entry, looked up): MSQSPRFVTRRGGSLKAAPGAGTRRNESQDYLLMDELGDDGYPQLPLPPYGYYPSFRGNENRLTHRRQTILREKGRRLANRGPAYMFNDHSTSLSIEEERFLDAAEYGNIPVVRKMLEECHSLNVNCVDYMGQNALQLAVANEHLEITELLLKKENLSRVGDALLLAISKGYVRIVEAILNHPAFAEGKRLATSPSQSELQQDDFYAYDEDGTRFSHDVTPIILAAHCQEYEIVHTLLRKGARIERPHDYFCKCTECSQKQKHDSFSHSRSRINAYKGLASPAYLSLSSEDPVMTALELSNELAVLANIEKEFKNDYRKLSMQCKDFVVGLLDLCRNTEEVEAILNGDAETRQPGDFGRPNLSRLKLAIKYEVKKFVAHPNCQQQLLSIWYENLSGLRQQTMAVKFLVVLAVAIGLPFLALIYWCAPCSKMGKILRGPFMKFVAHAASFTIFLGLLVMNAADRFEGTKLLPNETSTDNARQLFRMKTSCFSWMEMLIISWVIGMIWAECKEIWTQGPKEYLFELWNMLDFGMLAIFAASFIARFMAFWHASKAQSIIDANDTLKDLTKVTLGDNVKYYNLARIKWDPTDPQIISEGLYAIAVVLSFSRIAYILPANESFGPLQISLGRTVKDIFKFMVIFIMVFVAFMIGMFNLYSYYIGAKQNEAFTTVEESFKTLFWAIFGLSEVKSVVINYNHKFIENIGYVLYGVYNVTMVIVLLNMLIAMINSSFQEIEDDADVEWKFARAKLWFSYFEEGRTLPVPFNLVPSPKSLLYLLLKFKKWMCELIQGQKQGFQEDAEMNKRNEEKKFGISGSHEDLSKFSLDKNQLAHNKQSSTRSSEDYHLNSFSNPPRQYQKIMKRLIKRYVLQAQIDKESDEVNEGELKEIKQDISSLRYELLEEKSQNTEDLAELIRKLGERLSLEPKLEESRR
# PolyA inh = blocks polyadenylation in yeast reporter cells | S. cerevisiae SKY197-pL101 polyadenylation reporter, beta-gal luminescence; efflux-impaired pdr1/pdr3 knockout yeast; score 100 = 6 SD above DMSO | calls only at 12 µM | hit rate 0.02% among 300,000 | AID 1875;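 active means lowest replicate activity score at least 50, where 100 means six control SD above control mean; inconclusive means lowest score under 50 but half or more replicates reach 50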;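 further: yeast exposed to compound for 9 h at 30 °C; higher score means more reporter readthrough which indicates perturbed polyadenylation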
# HIF act = HIF pathway transcriptional activation; U2OS HRE-luciferase reporter, luminescence; normalized: DMSO 0%, desferrioxamine 100%; AID 1910; activation, % at 7.5 µM (by protocol); hit rate 0.32% among 300,000;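 active means mean activation of at least 10% of the iron chelator positive control signal, with at least half of replicates also reaching 10%; inconclusive means mean and replicate majority disagree about reaching 10%; inactive means mean and most replicates under 10%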
# MrgX1 PAM = human MrgX1 positive allosteric modulation, primary screen | hit rate 0.63% among 310,000 | MrgX1-HEK293, Fluo-4 calcium flux, FDSS; active compounds read high | AID 588675 | Q96LB2 | B-score at 10 µM;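 active means plate-corrected calcium response at least 3 library SD above typical, normal starting fluorescence, not activating the receptor alone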;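 further: compound read alongside a low EC10 to EC30 dose of BAM8-22 agonist; peak minus trough fluorescence over baseline measured at the second addition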
# TRPC4 agonist = activators of mouse TRPC4 channel; Q9QUQ5; HEK293 TRPC4beta/mu-opioid, Fluo4 calcium fluorescence; active compounds read high; B-score at 10 µM; hit rate 0.49% among 310,000;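 active means B-score above 5 SD of library B-scores, and initial fluorescence ratio not above library mean plus 5 SD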;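 further: positive B-score marks a calcium rise read as TRPC4 activation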
#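 Assay system: HEK293 cells stably co-expressing mouse TRPC4beta and mu-opioid receptor / Timing: Fluo4 dye loading 45 min at room temperature, 110 s recording / Signal: Fluo4 calcium-sensitive dye fluorescence, kinetic, 1 Hz baseline / Read-out: integrated baseline-normalised fluorescence ratio, converted to per-well B score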
# MrgX1 antagonist = human MrgX1 receptor antagonism, primary screen | Q96LB2 | MRGX1-HEK293 calcium flux, Fluo-4, BAM8-22 antagonism; active compounds read low | B-score at 10 µM | hit rate 1.3% among 310,000;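 active means calcium-response B-score plate-corrected more than 3 library SD below zero, starting fluorescence within 5 deviations, no agonist response on first addition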;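 further: peak minus trough fluorescence over baseline after final BAM8-22 challenge near maximal dose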
# TRPC6 activator = activates the mouse TRPC6 cation channel | Q61143 | HEK293-TRPC6 membrane potential dye fluorescence; active compounds read high | B-score at 10 µM | hit rate 0.13% among 310,000;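 active means B-score of the integrated fluorescence ratio above library mean plus 3 SD, and starting fluorescence ratio within library mean plus 5 SD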;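 further: higher score means more depolarization so channel activation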
# TRPC4 PAM = allosterically enhances the mouse TRPC4 cation channel. HEK293 TRPC4beta/mu-opioid, DAMGO EC20, Fluo-4 Ca2+ flux; active compounds read high. Q9QUQ5. B-score at 10 µM. hit rate 0.42% among 310,000. AID 2227;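 active means B-score of calcium response area above 5 SD of library B-scores, with initial fluorescence ratio within 5 SD of library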;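 further: B-score of integrated fluorescence ratio over time as area under calcium response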
# The depositor's hits bear a star; i = inactive; ? = inconclusive; / = not tested or not shown. These rows are one share of the data; count on the stated rates, not on these rows.
Molecule	AI-2 QS mod	TRPC4 block	MrgX1 agonist	TRPC6 inhibitor	PolyA inh	HIF act	MrgX1 PAM	TRPC4 agonist	MrgX1 antagonist	TRPC6 activator	TRPC4 PAM
Cn1nc(C(C)(C)C)cc1C(=O)Sc1cccc(Br)c1	-9	i	i	i	i	0.0	i	i	i	i	i
CCOC(=O)C1CCCN(c2ncnc3c2[nH]c2cccc(OC)c23)C1 (stereo unspecified)	9	i	/	i	i	-0.2	/	i	/	i	i
CN1CCN(Cc2cc(COCc3ccccc3)c3cccnc3c2O)CC1	-65	i	i	i	/	221*	i	i	i	i	i
S=C(NCC1CCCO1)N1CCc2ccccc2C1 (stereo unspecified)	22	i	i	i	i	0.3	i	i	i	i	i
Brc1cccc(CN2CCCCCCC2)c1	-11	i	i	i	i	-0.4	i	i	i	i	i
Cc1c(NS(=O)(=O)c2cc(C(=O)O)ccc2Cl)c(=O)n(-c2ccccc2)n1C	8	i	i	i	i	-23	i	i	i	i	i
CC(C)(C)c1ccc(C(=O)c2c[nH]c(C(=O)NCCCN3CCOCC3)c2)cc1	42	i	i	i	i	0.4	i	i	i	i	i
O=C(NC1CCCCC1)C1CCCN1C(=O)NCc1ccccc1 (stereo unspecified)	12	i	i	i	i	-0.3	i	i	i	i	i
COc1ccc(CNC(=O)CSc2nnc(C)s2)cc1	32	i	i	i	i	-0.4	i	i	i	i	i
O=Cc1ccc(OCCCOc2cccc3cccnc23)cc1	10	i	i	i	i	0.8	i	i	i	i	i
CCOC(=O)c1cc(-c2ccccc2)nc2nc(N3CCCCC3)sc12	25	i	i	i	i	-0.5	i	i	i	i	i
O=C(Nc1cccnc1)C1CCCN(S(=O)(=O)c2ccccc2)C1 (stereo unspecified)	6	i	i	i	i	0.3	i	i	i	i	i
CCN(CC)c1nc(Nc2ccc(Cl)cc2)nc(OCC#N)n1	33	i	i	i	i	-0.8	i	i	i	i	i
Cc1ccc(-n2nc3c(N4CCC(C(=O)N5CCC(C(N)=O)CC5)CC4)nnc(C)c3c2C)cc1	-6	i	i	i	i	0.5	i	i	i	i	i
N#Cc1nc(COc2ccc(Cl)cc2Cl)oc1N1CCN(c2ccccc2)CC1	-1	i	i	i	i	0.1	i	i	i	i	i
C=CCN1c2ccccc2[C@]23C[C@@H](C(=O)OC)N(C(=O)c4ccc(Br)cc4)C2=NC(C(=O)OC)=C(C(=O)OC)[C@H]13	32	i	i	i	i	-0.1	i	i	i	i	i
CCCCn1c(SCC(=O)NNC(=O)c2ccco2)nnc1-c1ccco1	30	i	i	i	i	-0.2	i	i	i	i	i
COc1ccc(NC(=O)c2cc(Br)ccc2Cl)c(OC)c1	19	i	i	i	i	-2.1	i	i	i	i	i
Cc1nc2ccccc2c(=O)n1/N=C/c1cccnc1	13	i	i	i	i	-0.9	i	i	i	i	i
N#C/C(=C\c1ccc(-c2cccc([N+](=O)[O-])c2)o1)C(=O)Nc1nc(-c2cccs2)cs1	23	i	i	i	i	-0.3	i	i	i	i	i

# Going on with the list.
Molecule	AI-2 QS mod	TRPC4 block	MrgX1 agonist	TRPC6 inhibitor	PolyA inh	HIF act	MrgX1 PAM	TRPC4 agonist	MrgX1 antagonist	TRPC6 activator	TRPC4 PAM
O=C(CSc1nnc(Cc2cccs2)n1-c1ccccc1)NC1CCCCC1	4	i	i	i	i	-0.5	i	i	i	i	i
Cc1noc(C)c1COC(=O)CCCc1c[nH]c2ccccc12	23	i	i	i	i	-0.2	i	i	i	i	i
CC1CN(C(=O)COC(=O)[C@@H]2CC(O)CN2S(=O)(=O)c2ccc3c(c2)OCCO3)CC(C)O1 (stereo partly specified)	2	i	i	i	i	-0.1	i	i	i	i	i
Fc1cccc(Cl)c1CSc1nnnn1-c1ccc2c(c1)OCO2	10	i	i	i	i	0.5	i	i	i	i	i
CCC(CC)c1nnc(NC(=O)CCCN2C(=O)c3ccccc3C2=O)s1	19	i	i	i	i	0.5	i	i	i	i	i
COCCNCCOc1ccc(C)cc1[N+](=O)[O-]	23	i	i	i	i	-0.2	i	i	i	i	i
CS(=O)(=O)N(CC(=O)N1CCc2ccccc2C1)c1ccc(Cl)cc1F	8	i	i	i	i	1.6	i	i	i	i	i
O=C(N=C1N=C2C=CC=CN2Cc2ccccc21)c1ccc(S(=O)(=O)N2CCCC2)cc1	13	i	i	i	i	1.6	i	i	i	i	i
CCN(CC(=O)Nc1c(F)cccc1F)C(=O)CCN1C(=O)c2cccc([N+](=O)[O-])c2C1=O	26	i	i	i	i	-0.2	i	i	i	i	i
CC1(C)CC(N=Cc2c(O)n(Cc3ccc4c(c3)OCO4)c(=O)c3ccccc23)CC(C)(C)N1	-4	i	i	i	i	-3.7	i	i	i	i	i
CCN(CC)S(=O)(=O)c1c(OC)cc(C)c(Cl)c1C	34	i	i	i	i	-1.3	10*	i	i	i	i
COc1cccc(CNC(=O)CCC2CCCN(C(=O)C3=CC(=O)CC(C)(C)O3)C2)c1 (stereo unspecified)	15	i	i	i	i	0.9	i	i	i	i	i
Cc1cc(OCC(=O)NCC(c2cccs2)N2CCOCC2)ccc1C(C)C (stereo unspecified)	-15	i	i	i	i	-0.3	i	i	i	i	i
O=C(O)CSc1ncnc2sc3c(c12)CCC3	16	i	i	i	i	0.2	i	i	i	i	i
Nc1c(Br)c(=O)[nH]c(=O)n1-c1ccc(F)cc1	41	i	i	i	i	-33	i	i	i	i	i
CCCCn1nc(NC(=O)CC)c2cc3cc(OC)ccc3nc21	21	i	i	i	i	-0.2	i	i	i	i	i
CN1CC(c2ccccc2)C(c2ccc(Cl)cc2)=N1 (stereo unspecified)	5	i	i	i	i	-0.2	i	i	i	i	i
COc1ccc(-c2cc(C(=O)N3CCN(c4ccccc4)CC3)no2)cc1	13	i	i	i	i	1.7	i	i	i	i	i
Cc1ccccc1N1C(=O)C(Oc2ccc(Cl)cc2)C1CNC(C)(C)C (stereo unspecified)	-8	i	i	i	i	-8.5	i	i	i	i	i
Cc1ccc(OCC(=O)Nn2cnc3ccccc32)cc1	40	i	i	i	i	0.2	i	i	i	i	i

# (list continues)
Molecule	AI-2 QS mod	TRPC4 block	MrgX1 agonist	TRPC6 inhibitor	PolyA inh	HIF act	MrgX1 PAM	TRPC4 agonist	MrgX1 antagonist	TRPC6 activator	TRPC4 PAM
COc1ccc(N/C=C2/CCCCC2=O)cc1	35	i	i	i	/	-0.1	i	i	i	i	i
Cn1c(SCc2nc3ccccc3[nH]2)nnc1-c1ccccn1	3	i	i	i	i	-0.1	i	i	i	i	i
COc1ccc(-n2nc3c(c2NC(=O)c2c(F)cccc2Cl)CS(=O)C3)cc1 (stereo unspecified)	42	i	i	i	i	-0.6	i	i	i	i	i
CC(C)c1ccccc1NC(=O)COC(=O)/C=C/c1cccc([N+](=O)[O-])c1	18	i	i	i	i	-0.3	i	i	i	i	i
COc1cc(OC)c(OC)cc1CN1CCN(S(=O)(=O)c2ccc(NC(C)=O)cc2)CC1	6	i	i	i	i	-0.1	i	i	i	i	i
CC1CCCC(C)N1C(=O)CSc1nnc(COc2ccccc2)n1-c1ccccc1 (stereo unspecified)	11	i	i	i	i	0.2	i	i	i	i	i
Cc1cccc(NCCC(=O)c2ccc(Br)cc2)c1	-69	i	i	i	i	-0.1	i	i	i	i	i
O=C(COC(=O)c1ccc2[nH]c3c(c2c1)CCCC3)Nc1ccccc1	6	i	i	i	i	0.1	i	i	i	i	i
Cc1noc(C)c1S(=O)(=O)Nc1ccccc1OC(F)(F)F	31	i	i	i	i	-0.1	i	i	i	i	i
COC(=O)C1=CN(C)C=C(C(=O)OC)C1c1ccc(O)c(OC)c1	-1	i	i	i	i	-0.2	i	i	i	i	i
Cc1ccc(C)c(N(C(=O)CNC(=O)c2ccco2)C(C(=O)NC2CCCCC2)c2ccncc2)c1 (stereo unspecified)	11	i	i	i	i	-0.2	i	i	i	i	i
CC(=O)c1ccc(N2CCN(C(=O)c3nn(Cc4ccccc4)c(=O)c4ccccc34)CC2)cc1	14	i	i	i	i	-1.2	i	i	i	i	i
CCC1CCCCN1CCCNC(=O)C1CCN(c2nnc(-n3cccc3)s2)CC1 (stereo unspecified)	1	i	i	i	i	?	i	i	i	i	i
CCOC(=O)C1=C(N)N2C(=O)C(C)SC2=C(C(=O)OCC)C1c1ccc(O)cc1 (stereo unspecified)	15	i	i	i	i	-0.2	i	i	i	i	i
O=C(NN=C1CCCCCCCCCCC1)c1ccccc1F	4	i	i	i	i	0.3	i	i	i	i	i
Cn1nc(C(=O)NC2CCCCCC2)ccc1=O	1	i	i	i	i	-0.1	i	i	i	i	i
Cc1ccc(C)c(OCc2cc(C(=O)NC(c3ccccn3)C(F)(F)F)no2)c1 (stereo unspecified)	15	i	i	i	i	-0.1	i	i	i	i	i
Cc1cc(NC(=O)CSc2nnc(-c3ccncc3)n2C)n(-c2ccccc2)n1	27	i	i	i	i	-0.2	i	i	i	i	i
O=c1c(Cc2ccccc2O)c(O)nc2n1CCCS2	15	i	i	i	/	-0.1	i	i	i	i	i
CCOc1ccc(NC(=O)CN(C)C(=O)C2CC(=O)N(CCc3ccccc3)C2)cc1OCC (stereo unspecified)	20	i	i	i	i	0.0	i	i	i	i	i

# New compounds follow
Molecule	AI-2 QS mod	TRPC4 block	MrgX1 agonist	TRPC6 inhibitor	PolyA inh	HIF act	MrgX1 PAM	TRPC4 agonist	MrgX1 antagonist	TRPC6 activator	TRPC4 PAM
O=c1[nH]cnc2cc(Cl)ccc12	/	i	i	i	i	-0.2	i	i	i	i	i
CC(Sc1ccccc1)C(=O)Nc1ccc(N2CCOCC2)cc1 (stereo unspecified)	17	i	i	i	i	-0.3	i	i	i	i	i
CC(=O)Nc1ccc2c3c(cccc13)CC2	14	i	i	i	i	0.4	i	i	i	i	i
CSc1ccc(CN(C)C(=O)COc2ccc(C(=O)c3ccccc3)cc2)cc1	21	i	i	i	i	0.1	i	i	i	i	i
